# SRC1 TRFRET art: TR-FRET artefact, counter-screen to PPARgamma/SRC-1 agonist assay | TR-FRET detection artefact counter-screen, emission ratio; active compounds read high | 99,000 tested, 0.34% active | TR-FRET ratio at 8 µM | AID 1051; in the data active means TR-FRET ratio above about 2300; further: inactives centre near 1800; reference of the scale not given here
# SRC3 TRFRET art: TR-FRET artefact, counter-screen to PPARgamma/SRC-3 agonist assay. PPARgamma/SRC-3 format; active compounds read high. TR-FRET ratio at 8 µM. 99,000 tested, 0.39% active. AID 1048; in the data active means TR-FRET ratio above about 2000; further: inactives centre near 1600; reference of the scale not given here
# An asterisk follows results filed as active. An excerpt; count on the stated rates, not on these rows.
SMILES,SRC1 TRFRET art,SRC3 TRFRET art
CCN(CC)S(=O)(=O)c1ccc(O)c(NS(=O)(=O)c2ccccc2F)c1,1797,1687
CC(C)C(NC(=O)c1ccc(F)cc1)C(=O)Nc1cccnc1 (stereo not drawn),1684,1558
CCCCN(C)C(=O)c1nc2ccccn2c1CN1CCSCC1,1776,1592
O=C(NCCc1nc2ccccc2[nH]1)c1cccc(Br)c1,1949,1771
Cc1ccc(-c2nc3ncccc3o2)cc1NC(=O)c1cccnc1,1686,1453
Cc1ccccc1NC(=O)C1CCN(C2=NS(=O)(=O)c3ccccc32)CC1,1917,1605
N#CCCN(C(=O)CSc1ccc2c(c1)OCCO2)c1ccccc1,1734,1424
O=C(Cc1ccc([N+](=O)[O-])cc1)NCC1CCCO1 (stereo not drawn),1955,1670
O=C(OCC(=O)N1CCN(S(=O)(=O)c2ccc(Cl)cc2)CC1)c1ccc([N+](=O)[O-])o1,1926,1725
CCC1Sc2ccccc2N(CC(=O)NCc2ccc3c(c2)OCO3)C1=O (stereo not drawn),1731,1574
Cc1cc(Sc2nc(NC(C)C)nc(NC(C)C)n2)nc(Cl)n1,1661,1806
O=C(CCn1nnc2ccccc21)NNC(=O)C1CCCCC1,1683,1387
NC1=NN=C(N2N=C(c3ccccc3)CC2(O)C(F)(F)F)n2ncnc2C1 (stereo not drawn),1571,1815
COc1cc(NC(=O)Cn2ncc(Cl)c(Cl)c2=O)c(C)cc1[N+](=O)[O-],1473,1452
COc1ccc(/C(C)=N\NS(C)(=O)=O)c(OC)c1,1726,1697
Cc1cc(-c2cccs2)n[nH]1,1845,1549
CN(C)/C=C1\C(=O)N(c2ccc(Cl)c(Cl)c2)CS1(=O)=O,1732,1670
O=C1NC(c2ccccc2)CCC1(Cl)Cl (stereo not drawn),1888,1328
COc1ccc(Br)cc1C(=O)Nc1cccc2ncccc12,1933,1702
Cc1cccc(CN2CCc3c(OCC(=O)N4CCCc5ccccc54)cccc3C2=O)c1,1764,1522
O=C1NC(=O)/C(=C\c2ccc(OCc3cnc(Cl)s3)cc2)S1,1821,1625
O=C(Cn1cnc2ccccc2c1=O)Nc1ccc(S(=O)(=O)N2CCCC2)cc1,2033,1631
CCOc1ccccc1CN1CCN(Cc2cn(C)nc2-c2ccccc2)CC1CCO (stereo not drawn),1812,1539
CC(=O)Nc1ccc(NC(=O)CN(c2cccc([N+](=O)[O-])c2)S(C)(=O)=O)cc1,1654,1721
COc1cc(OC)cc(C(=O)Nc2ccc(S(=O)(=O)Nc3cc(C)on3)cc2)c1,1820,1619
CSc1ccc(N/N=C(/C#N)S(=O)(=O)C(C)(C)C)cc1,1862,1603
COc1ccc(/C=C2/NC(=O)N(CC(=O)Nc3cccc(C)c3)C2=O)cc1O,1785,1611
O=C1N/C(=C/c2cccn2-c2ccccc2)C(=O)N1Cc1ccccc1F,1606,1315
O=C(COc1ccc([N+](=O)[O-])cc1)Nc1ccc(N2CCCC2)cc1,2185,1702
COCCNC(=O)CN1C(=O)NC2(CCCCCC2)C1=O,1935,1600
CC(=O)Nc1ccc(-n2nnnc2SCC(=O)NCc2cccs2)cc1,1673,1568
O=C(COc1cccc2cccnc12)NNC(=S)Nc1ccccc1,1939,1462
Cc1ccc(-n2ncc3c(=O)n(-c4ccc(C)c(C)c4)c(C)nc32)cc1,1411,1567
CCN(CCC#N)c1ccc(/C=N/Nc2nc(C)cc(=O)[nH]2)c(C)c1,2012,1697
Cc1cccc(NC(=O)/C=C/c2ccc([N+](=O)[O-])s2)c1,1701,1447
COc1cccc(C(=O)N=c2sc3cc(S(C)(=O)=O)ccc3n2C)c1,1973,1660
COc1ccc(C2c3[nH]c4ccccc4c3CCN2Cc2cccn2-c2ncccn2)cc1C (stereo not drawn),2090,2001
NC(=O)c1ncc(C(F)(F)F)cc1Oc1cccnc1,1688,1553
CCOC(=O)c1c(CSc2ccc(C)cc2)n(C)c2cc(Br)c(O)c(CN(C)C)c12,1703,1742
CCN1C(=O)/C(=C2/Sc3ccccc3N2CC)S/C1=N\c1ncn[nH]1,1875,1621

# A stretch taken from the entries so far:
SMILES,SRC1 TRFRET art,SRC3 TRFRET art
O=C1NC(=O)/C(=C\c2ccc(OCc3cnc(Cl)s3)cc2)S1,1821,1625
O=C(Cn1cnc2ccccc2c1=O)Nc1ccc(S(=O)(=O)N2CCCC2)cc1,2033,1631

# Additional records
SMILES,SRC1 TRFRET art,SRC3 TRFRET art
Cc1ccn2cc(C34CC5CC(CC(C5)C3)C4)nc2c1,1619,1681
O=C(COC(=O)c1ccc2c(c1)S(=O)(=O)c1ccccc1C2=O)NC1CC1,1855,1626
COC(=O)C1=C(C(=O)c2ccccc2)C(c2ccccc2)n2nnnc2N1 (stereo not drawn),1906,1695
CN1C(=O)C(CC(=O)NC2CCCCC2)SC1=Nc1ccccc1 (stereo not drawn),1743,1594
O=C1CN(S(=O)(=O)c2cc(Cl)ccc2Cl)CCN1,1516,1483
COC(=O)c1c(N2C(=O)Nc3ccccc3N2O)sc(C)c1C,1888,1519
COc1ccc(-c2nn(-c3ccccc3)cc2/C=N/NC(=O)c2cccc(S(=O)(=O)Nc3ccccc3OC)c2)cc1,1508,1641
Cc1ccc(NC(=O)C2CCCN(C(=O)c3ccc(Cl)cc3)C2)cc1 (stereo not drawn),1718,1697
CC(=O)Nc1nc(-c2ccc(Cl)cc2)ns1,1559,1697
COc1ccc(COc2cc(-c3cccc(OC)c3)nc3ccc(NC(=O)c4ccccc4)cc23)cc1,1642,1498
CC1CCN(c2ccc(NC(=O)c3cccnc3Cl)cc2)CC1,1817,1610
CCOc1ccc(Cc2n[nH]c(=S)n2N)cc1,1825,1391
COc1ccccc1/C=C/C=N/n1c(-c2ccc(C)cc2)n[nH]c1=S,1766,1546
CCOc1cc(CNn2cnnc2SCC(=O)NC(C)(C)C)ccc1OCC(=O)NC(C)(C)C,1651,1601
O=C(N/N=C/c1cccnc1)c1cc(-c2cccs2)nc2ccccc12,1435,1201
O=C(O)c1ccc(CNC(=O)c2ccccc2NC(=O)c2cccc([N+](=O)[O-])c2)cc1,1843,1588
CN(C)c1nc(N(C)C)nc(N2CC(CCl)OC2=N)n1 (stereo not drawn),1771,1479
Cc1ccc(NC(=O)CSc2nsc(SCC(=O)Nc3ccc(C)cc3C)c2C#N)c(C)c1,1707,1605
COc1ccc(Cn2c(=O)cc(C)[nH]c2=S)cc1,1454,1543
Cc1ccc(CNC(=O)CSc2nc3ccsc3c(=O)n2Cc2ccc(C(=O)O)cc2)cc1,1650,1549

# An excerpt from above in order of formula weight, smallest number first:
SMILES,SRC1 TRFRET art,SRC3 TRFRET art
O=C1CN(S(=O)(=O)c2cc(Cl)ccc2Cl)CCN1,1516,1483
COC(=O)C1=C(C(=O)c2ccccc2)C(c2ccccc2)n2nnnc2N1 (stereo not drawn),1906,1695
O=C(COC(=O)c1ccc2c(c1)S(=O)(=O)c1ccccc1C2=O)NC1CC1,1855,1626

# Quoted from the listing.
# Reading of CN(C)c1nc(N(C)C)nc(N2CC(CCl)OC2=N)n1 (stereo not drawn) under SRC1 TRFRET art: 1771
# Reading of O=C(O)c1ccc(CNC(=O)c2ccccc2NC(=O)c2cccc([N+](=O)[O-])c2)cc1 under SRC1 TRFRET art: 1843
# Reading of CN1C(=O)C(CC(=O)NC2CCCCC2)SC1=Nc1ccccc1 (stereo not drawn) under SRC3 TRFRET art: 1594
# Reading of COc1ccccc1/C=C/C=N/n1c(-c2ccc(C)cc2)n[nH]c1=S under SRC1 TRFRET art: 1766
# Reading of COc1ccc(Cn2c(=O)cc(C)[nH]c2=S)cc1 under SRC1 TRFRET art: 1454

# The main list resumes, starting four compounds before the break.
SMILES,SRC1 TRFRET art,SRC3 TRFRET art
CN(C)c1nc(N(C)C)nc(N2CC(CCl)OC2=N)n1 (stereo not drawn),1771,1479
Cc1ccc(NC(=O)CSc2nsc(SCC(=O)Nc3ccc(C)cc3C)c2C#N)c(C)c1,1707,1605
COc1ccc(Cn2c(=O)cc(C)[nH]c2=S)cc1,1454,1543
Cc1ccc(CNC(=O)CSc2nc3ccsc3c(=O)n2Cc2ccc(C(=O)O)cc2)cc1,1650,1549
Cc1cc(C)cc(OCC(=O)NN2C(=O)c3ccccc3C2=O)c1,1831,1325
Cc1cccc(NC2=C(Cl)C(=O)OC2OC(=O)c2ccco2)c1 (stereo not drawn),2031,1608
CCOc1ccccc1-c1c2cc(O)c(=O)cc-2oc2cc(O)c(O)cc12,1827,1809
CN(CCC#N)C(=O)COC(=O)c1ccc(Cl)cc1O,1661,1602
CNS(=O)(=O)c1ccc(NC(=O)c2cnn3c(C(F)F)cc(-c4ccccc4)nc23)cc1,2002,1599
COc1ccc(Cn2nnnc2C(CC(C)C)N2CCC(C(N)=O)CC2)cc1 (stereo not drawn),1993,1570
COc1ccc(NCc2ccccc2[N+](=O)[O-])cc1OC,1921,1674
CC1CCCN(S(=O)(=O)c2ccc(S(=O)(=O)N3CCC4(CC3)OCCO4)cc2)C1 (stereo not drawn),1795,1745
C=C(C)c1cccc(C(C)(C)NC(=O)NCC2COCCO2)c1 (stereo not drawn),1708,1736
O=C(Cc1ccc(Cl)cc1)NCc1nc(-c2ccccc2)no1,1700,1538
CCOc1cc(NC(=S)NCC2CCCO2)c(OCC)cc1NC(=O)CC(C)C (stereo not drawn),1717,1403
CC12CCC(C(=O)Nc3nc4ccccc4s3)(OC1=O)C2(C)C (stereo not drawn),1966,1734
CCC(C)NCC(=O)Nc1ccc([N+](=O)[O-])cc1C(=O)Nc1ccccc1F (stereo not drawn),2133,1615
COC(=O)c1c(NC(C)=O)sc(C(=O)Nc2ccccc2C)c1C,1811,1549
CSCCC(=O)N1CCCC(CNC(=O)c2ccc(-c3ccccc3)cc2)C1 (stereo not drawn),1946,1797
Cc1cccc(OCC(=O)Nc2ccccc2F)c1,1621,1477
Cc1ccc(NC(=O)COc2ccccc2C(=O)NCCN(C)C)cc1,2029,1918
Cc1c(C)c2ccc(OCC(=O)N3CCOCC3)c(C)c2oc1=O,1809,1649
CCN(CC(=O)Nc1ccccc1OC)CC(=O)Nc1ccccc1-c1ccccc1,1738,1357
O=C(c1ccc(Oc2ccc([N+](=O)[O-])cc2Cl)cc1)N1CCCC1,1776,1629
Cc1cc(C)c(C#N)c(SCC(=O)Nc2ccc(S(=O)(=O)Nc3onc(C)c3C)cc2)n1,1336,1569
CS(=O)(=O)N(CCC#N)Cc1ccc(/C=C2\C(=O)Nc3ccccc32)o1,2043,1794
O=C1CCC(C(=O)N2CCC(CO)(Cc3ccc(Cl)cc3)CC2)=NN1,2014,1820
Cc1cc(NC(c2cccnc2)c2c(C)[nH]c3ccccc23)no1 (stereo not drawn),1941,1656
Cc1nnc(N/N=C/c2ccc(-c3ccc(Br)cc3)o2)n1N,1805,1813
COc1ccc(NC(=O)Cc2ccccc2)cn1,1633,1667
CN1C(=O)/C(=C/c2ccc(-c3ccccc3[N+](=O)[O-])o2)SC1=Nc1ccc(Cl)c(C(=O)O)c1,1629,1558
COc1ccc(S(=O)(=O)N(Cc2ccccc2)c2ccccc2C(=O)Nc2ccccc2C(=O)NCc2ccco2)cc1,1615,1353
O=C(O)c1ccc2c(c1)C(=O)N(N1C(=O)c3ccccc3C1=O)C2=O,1730,1424
COc1ccc(CC(=O)NCc2n[nH]c(=S)n2-c2ccc(F)cc2)cc1,1749,1471
Cc1cc(SCC(=O)NCCC2=CCCCC2)nc2ccccc12,1775,1485
OC1CCN(Cc2cn(Cc3ccccc3)nc2-c2cc3ccccc3o2)CC1,1699,1518
O=C(N/N=C/c1cccs1)c1cnccn1,1591,1672
N#Cc1c(SCC(N)=O)nc2c(c1-c1ccncc1)CCCC2,1507,1604
COc1ccc(CN(C)CC(=O)Nc2sc3c(c2C#N)CCC3)cc1OC,1579,1527
Cc1cc(C(=O)CSc2nc3ccccc3c(=O)[nH]2)c(C)n1CC1CCCO1 (stereo not drawn),1760,1687
CC(NC(=O)Cc1ccccc1)C1COc2ccccc2O1 (stereo not drawn),1614,1546
CCNc1nc(N2CCCC2)nc(N2CCCC2)n1,1885,1578
CCN1CCCC1CNC(=O)C(=O)Nc1cccc(OC)c1 (stereo not drawn),1608,1614
COc1ccc(-c2[nH]ncc2CN2CCC(N3CCSCC3)CC2)c(F)c1,1730,1595
CCCN(CC(=O)Nc1cc(Cl)cc(Cl)c1)CC(=O)Nc1ccc(F)c(F)c1F,1756,1696
O=C(O)c1cccnc1Br,1613,1719
CCc1cccc(C)c1NC(=O)CSc1nc2ccccc2n1CC(=O)N(C)C,1619,1624
CCNC(=S)NNC(=O)CSc1nc2ccccc2[nH]1,1756,1521
S=C(Nc1ccccc1)N1CCn2c(nc3ccccc32)C1,1899,1677
O=C1CSC(=Nc2ccccc2[N+](=O)[O-])N1,1581,1595
O=c1cc(-c2ccccc2)nc(SCCOc2ccccc2Cl)[nH]1,2165,1440
CCCC1(CCC)C(=O)NC(=NCCc2ccc(OC)c(OC)c2)NC1=O,1613,1688
CCc1ccc(NC(=O)c2cc(Br)ccc2Br)cc1,1579,1552
Cc1ccc(S(=O)(=O)NC(=O)NC(=O)N(C)S(=O)(=O)c2ccc(C)cc2)cc1,1757,1545
CC(NC(=O)CCc1nnc(CCCc2ccccc2)o1)c1ccccc1 (stereo not drawn),1735,1388
O=C(NCCn1ccc2ccccc21)c1ccc(S(=O)(=O)N2CCCCC2)cc1,1857,1693
Cc1c(C(=O)NCc2ccc3c(c2)OCO3)cccc1[N+](=O)[O-],1695,1653
O=C(Nc1cc(C(F)(F)F)ccc1Cl)C(Sc1nnc(-c2cccs2)o1)c1ccccc1 (stereo not drawn),2146,1559
O=C(CSC1=NCCS1)Nc1ccnc2ccccc12,1878,1595
CCOC(=O)c1cccc(NS(=O)(=O)Cc2ccccc2)c1,1691,1512
CCOc1ccccc1NC(=S)Nc1ncccc1C,1685,1518
CC(C)N1CCN(Cc2ccc(-c3ccccc3Cl)o2)CC1CCO (stereo not drawn),1934,1546
COC(=O)N/N=C/c1cc([N+](=O)[O-])cc(Br)c1O,2003,1845
Cc1ccc(SCc2ccc(C(=O)Nc3ccccc3C(=O)NC(C)C)cc2)cc1,2051,1577
Cc1cc(C)cc(NC(=O)N2CCN(S(C)(=O)=O)CC2)c1,1556,1473

# Screening results from PubChem.
